# Assay outcomes (PubChem)
# SRC2 inh – inhibits human steroid receptor coactivator 2. 370,000 tested, 0.17% active. inhibition, % at 9 µM. HEK293 GAL4-SRC2 luciferase reporter, luminescence. AID 651957;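 active means inhibition above the mean inhibition of all tested compounds plus 3 SD, set per campaign, cut at about 52% in these data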;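 further: 0% = DMSO treated cells and 100% = cells given Gossypol at 36 µM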
# TROY NFkB inh – inhibitors of TROY-dependent NF-kB signaling; Q293 LMP1-TROYcd NF-kB luciferase reporter, 4 h; inhibition, % at 10 µM; 360,000 tested, 0.98% active; AID 1347056;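 active means compounds whose plate-normalised and pattern-corrected inhibition of the luciferase reporter signal at the single screening dose is 50% or more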
# NCOA1 inh – inhibits human SRC1 coactivator; 360,000 tested, 0.12% active; AID 588354; Q15788; inhibition, % at 3.6 µM; HEK293 GAL4-SRC1 luciferase reporter, luminescence;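 active means inhibition above the campaign mean plus 3 SD, with each screening campaign given its own cutoff, cut at about 60% in these data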;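 further: 0% = DMSO treated cells and 100% = gossypol at 36 µM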
# KKLEB cytotox – CF airway cell cytotoxicity counter-screen; KKLEB CF airway cells viability, ATPlite luminescence, overnight; active compounds read low; cells stimulated with P. aeruginosa culture filtrate; activity change (cytotoxicity), % at 5 µM; 360,000 tested, 0.36% active; AID 602141;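 active means corrected activity change at or below -50% at 5 µM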
# SRC3 inh – inhibitors of human steroid receptor coactivator 3 (SRC3) | inhibition, % at 3.6 µM | HEK293 GAL4-SRC3 luciferase reporter, luminescence | Q9Y6Q9 | AID 588352 | 360,000 tested, 0.17% active;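 active means inhibition above a per-campaign cutoff, the mean of all compounds plus 3 SD, cut at about 60% in these data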;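 further: 0% = DMSO-treated cells and 100% = gossypol-treated cells at 36 µM; higher means less SRC3-driven luciferase light from the GAL4 reporter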
# NR5A2 inv ag – NR5A2 inverse agonism in reporter assay; O00482; inhibition, % at 3.6 µM; HEK293T StAR-luciferase reporter, LRH-1 transfected, 24 h; AID 602396; 360,000 tested, 0.13% active;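 active means inhibition above the mean inhibition of all tested compounds plus 3 SD, cut at about 73% in these data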;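 further: 0% = DMSO wells and 100% = reporter-only cells lacking LRH-1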
# Target sequence (O00482 whole entry, looked up): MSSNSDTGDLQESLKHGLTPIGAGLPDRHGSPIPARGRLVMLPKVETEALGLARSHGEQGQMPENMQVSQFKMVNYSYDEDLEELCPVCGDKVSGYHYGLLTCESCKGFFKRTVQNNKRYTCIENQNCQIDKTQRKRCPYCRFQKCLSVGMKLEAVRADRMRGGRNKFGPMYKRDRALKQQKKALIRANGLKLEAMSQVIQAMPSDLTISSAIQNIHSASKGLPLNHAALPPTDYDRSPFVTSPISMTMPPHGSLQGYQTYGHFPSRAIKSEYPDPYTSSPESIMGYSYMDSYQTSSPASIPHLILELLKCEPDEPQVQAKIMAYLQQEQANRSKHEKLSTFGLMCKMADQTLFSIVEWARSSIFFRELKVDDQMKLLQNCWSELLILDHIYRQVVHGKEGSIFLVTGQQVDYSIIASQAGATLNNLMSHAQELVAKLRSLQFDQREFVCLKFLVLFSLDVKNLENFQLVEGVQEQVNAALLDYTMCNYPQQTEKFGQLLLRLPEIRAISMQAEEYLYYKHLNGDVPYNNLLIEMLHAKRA
# TRAIL sens C8 – sensitizes caspase-8 expressing cells to TRAIL; inhibition (viability loss, TRAIL sensitization), % at 10 µM; 360,000 tested, 1% active; NB7+C8 cells + TRAIL, ATPlite viability luminescence;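 active means compounds causing at least 50% loss of cell viability in the single-dose screen, relative to plate controls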
# LMP1 NFkB inh – inhibitors of Epstein-Barr LMP1-induced NF-kappaB reporter. 350,000 tested, 0.69% active. inhibition, % at 12.5 µM. LMP1-induced NF-kappaB luciferase reporter cells, luminescence; in the data active means inhibition above about 41%;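 further: 0% = neutral control wells and 100% = reference inhibitor control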
# CF NFkB inh – cystic fibrosis NF-kB activation inhibition; KKLEB NF-kB-GFP reporter, PAF-induced, GFP fluorescence overnight; inhibition, % at 5 µM; 360,000 tested, 0.86% active;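 active means at least 50% inhibition at 5 µM, scaled per plate between neutral and stimulator controls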;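 further: PAF is a Pseudomonas aeruginosa culture filtrate used as stimulus; plate controls were PAF-stimulated DMSO wells for no effect and unstimulated DMSO wells for full effect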
# NR2F2 inh – inhibitors of human COUP-TFII (NR2F2); inhibition, % at 8.6 µM; 370,000 tested, 0.7% active; HEK293T NGFI-A luciferase reporter, luminescence; P24468;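 active means inhibition above a per-plate cutoff, mean inhibition of test wells between control levels plus 3 SD, cut at about 38% in these data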;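 further: cells cotransfected with COUP-TFII expression vector driving the NGFI-A reporter; 0% = median of COUP-TF2 test wells and 100% = reporter-only cells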
# Target sequence (P24468 whole entry, looked up): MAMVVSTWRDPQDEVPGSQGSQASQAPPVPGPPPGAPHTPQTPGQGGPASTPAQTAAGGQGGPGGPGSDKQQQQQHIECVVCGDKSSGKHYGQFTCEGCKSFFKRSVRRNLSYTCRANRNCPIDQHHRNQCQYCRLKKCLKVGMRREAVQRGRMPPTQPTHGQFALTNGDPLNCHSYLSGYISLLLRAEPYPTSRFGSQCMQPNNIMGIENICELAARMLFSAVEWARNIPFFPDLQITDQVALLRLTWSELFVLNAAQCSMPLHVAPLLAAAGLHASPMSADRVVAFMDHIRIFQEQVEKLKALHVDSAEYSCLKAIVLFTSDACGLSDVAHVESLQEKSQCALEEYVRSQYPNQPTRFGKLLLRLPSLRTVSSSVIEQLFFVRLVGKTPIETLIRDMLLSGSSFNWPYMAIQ
# TWEAK-Fn14 inh – inhibitors of TWEAK-Fn14 interaction signaling; TWEAK-stimulated Fn14 reporter cells, luciferase luminescence, 8 h; inhibition, % at 10 µM; 360,000 tested, 2% active; AID 1159606; in the data active means inhibition above about 50%
# Starred values were filed as active, the others as inactive; nt = no result given. No enrichment for hits; overall some 4.2% were active at least once.
molecule,SRC2 inh,TROY NFkB inh,NCOA1 inh,KKLEB cytotox,SRC3 inh,NR5A2 inv ag,TRAIL sens C8,LMP1 NFkB inh,CF NFkB inh,NR2F2 inh,TWEAK-Fn14 inh
O=C(O)CCCNS(=O)(=O)c1ccccc1,2,8,5,2,-5,5,1,2,0,5,62*
CCOC(=O)Nc1ccc2c(c1)N(C(=O)CCCl)c1ccccc1[S@]2=O,7,44,-25,-1,-7,-21,8,-11,41,-16,36
O=C(CSc1ncccn1)NC(=O)NC1CCCC1,0,-9,-32,-12,-22,-1,2,11,16,-4,0
CNC(=O)c1[nH]cnc1C(=O)N[C@@H](CCCCNC(=O)OC(C)(C)C)C(=O)OC(C)(C)C,-7,-17,3,-11,-6,20,1,44*,1,-14,-4
Cc1cc(C)n2nc(SCC(=O)N3CCc4ccccc43)nc2n1,7,-26,-3,-2,13,22,7,-6,10,-6,-37
O=S(=O)(Nc1ncccn1)c1ccc(Cl)cc1,-43,-22,5,-2,21,12,1,-2,6,12,3
C#CCNC(=O)C1=C[C@H](C(C)(C)C)C[C@H](OCc2ccc(CO)cc2)O1,-10,-11,-3,-1,-1,5,3,-5,-15,-5,-17
O=C(O)CCCC(=O)Nc1ccc(Br)cc1C(=O)O,12,-7,13,2,1,12,-19,-8,6,8,4
CON1C(=O)C(=O)N(OC)C(C)(C)C1C (stereo not drawn),-7,3,-7,7,6,-6,0,-3,-13,-2,17
CC1=NN(C(=O)Cc2ccc([N+](=O)[O-])cc2)C(O)(c2ccccc2)C1 (stereo not drawn),5,-12,-1,-1,0,-13,-17,4,-6,5,7
CCOc1ccccc1C(=O)NC(C)c1ccc2c(c1)OCO2 (stereo not drawn),-3,14,-24,-14,16,30,9,2,22,16,15
O=C(COC(=O)C1CCN(S(=O)(=O)c2ccc(Cl)c(C(F)(F)F)c2)CC1)NCC1CCCO1 (stereo not drawn),13,8,9,-2,5,-4,12,3,-9,0,-15
CCN(CC)CCNC(=O)c1cn(-c2ccccc2)nc1-c1cccs1,-32,-22,-19,-8,15,5,2,9,-13,3,-1
CCCCn1c(/C=C/c2ccco2)nc2ccccc21,0,-1,6,-2,-2,-20,2,7,-2,-2,2
Cc1ccc(NCc2ccccc2F)cc1,-18,-41,-13,4,6,-21,-2,5,12,-14,-13
FC(F)(F)c1cccc(Cc2noc(CN3CCSCC3)n2)c1,7,0,6,7,4,-2,9,-3,4,-13,1
COc1cccc(N2CCN(c3nc(C)c(C)c(=O)[nH]3)CC2)c1,-32,-10,-5,4,-6,-3,-19,-12,-8,-6,7
COc1cc(/C=C2\SC(=S)N(N(C)c3ccccc3)C2=O)ccc1O,-5,2,-20,4,10,-5,2,6,3,12,2
CC(=O)Nc1ccc(N2C(=O)CSC2c2cccc(Br)c2)cc1 (stereo not drawn),-38,6,8,2,-18,24,-5,4,-6,1,0
CCc1nc(NCC2CCCO2)c(C#N)c2c1COC(C)(C)C2 (stereo not drawn),-13,8,-12,0,11,-16,-7,3,10,3,-5
CC1=C(C(=O)OCC2CCCO2)C(c2coc3ccc(Cl)cc3c2=O)C2=C(CCCC2=O)N1 (stereo not drawn),-6,16,3,-8,-4,-3,-9,24,-9,12,20
COc1ccccc1CNC(=O)C(C)c1ccc([N+](=O)[O-])cc1 (stereo not drawn),-6,-44,8,-10,6,2,3,-2,-4,6,3
COc1ccccc1NC(=O)/C=C1\SCC(=O)N1C,-37,-17,-14,-2,-1,9,7,-30,-19,-10,8
O=c1[nH]c2ccccc2nc1C(F)(F)C(F)F,-1,-4,-18,-2,14,12,-8,-2,17,9,18
O=C(CSc1nnc(NC(=O)c2ccc(S(=O)(=O)N3CCOCC3)cc2)s1)Nc1ccccc1C(F)(F)F,11,-22,1,2,10,7,18,2,6,19,-1
CC(/C=C\c1ccccc1)=C/C(=O)O,-3,5,-2,1,7,3,-2,-3,7,-4,0
Cc1ccccc1Nc1ncnc2[nH]ncc12,-2,11,-11,0,3,14,-11,5,31,2,7
O=C(CCCn1c(=O)c2cccn2c2cccnc21)NCc1cccc(Br)c1,10,1,0,-7,9,-7,-8,3,-4,-14,-28
CCOC(=O)c1c(C)[nH]c(C)c1C(=O)COC(=O)c1ccc(Cl)c(S(N)(=O)=O)c1,15,-22,-14,-1,10,6,4,-5,-7,-1,8
CN(C)C(=S)c1ccc(N(C)C)cc1,-49,8,10,0,15,5,-7,3,5,11,-14

# Six successive entries already listed, for reference:
molecule,SRC2 inh,TROY NFkB inh,NCOA1 inh,KKLEB cytotox,SRC3 inh,NR5A2 inv ag,TRAIL sens C8,LMP1 NFkB inh,CF NFkB inh,NR2F2 inh,TWEAK-Fn14 inh
CCc1nc(NCC2CCCO2)c(C#N)c2c1COC(C)(C)C2 (stereo not drawn),-13,8,-12,0,11,-16,-7,3,10,3,-5
CC1=C(C(=O)OCC2CCCO2)C(c2coc3ccc(Cl)cc3c2=O)C2=C(CCCC2=O)N1 (stereo not drawn),-6,16,3,-8,-4,-3,-9,24,-9,12,20
COc1ccccc1CNC(=O)C(C)c1ccc([N+](=O)[O-])cc1 (stereo not drawn),-6,-44,8,-10,6,2,3,-2,-4,6,3
COc1ccccc1NC(=O)/C=C1\SCC(=O)N1C,-37,-17,-14,-2,-1,9,7,-30,-19,-10,8
O=c1[nH]c2ccccc2nc1C(F)(F)C(F)F,-1,-4,-18,-2,14,12,-8,-2,17,9,18
O=C(CSc1nnc(NC(=O)c2ccc(S(=O)(=O)N3CCOCC3)cc2)s1)Nc1ccccc1C(F)(F)F,11,-22,1,2,10,7,18,2,6,19,-1

# Exported with two lines to a compound: two of the compounds above.
# Order of results – SRC2 inh	TROY NFkB inh	NCOA1 inh	KKLEB cytotox	SRC3 inh	NR5A2 inv ag	TRAIL sens C8	LMP1 NFkB inh	CF NFkB inh	NR2F2 inh	TWEAK-Fn14 inh
- COc1cc(/C=C2\SC(=S)N(N(C)c3ccccc3)C2=O)ccc1O
  -5	2	-20	4	10	-5	2	6	3	12	2
- CC(=O)Nc1ccc(N2C(=O)CSC2c2cccc(Br)c2)cc1 (stereo not drawn)
  -38	6	8	2	-18	24	-5	4	-6	1	0

# Next part:
molecule,SRC2 inh,TROY NFkB inh,NCOA1 inh,KKLEB cytotox,SRC3 inh,NR5A2 inv ag,TRAIL sens C8,LMP1 NFkB inh,CF NFkB inh,NR2F2 inh,TWEAK-Fn14 inh
Cc1cc(C)c2cccc(N)c2n1,-1,-2,-19,0,9,15,-2,4,-4,6,32
CCCN(C(=O)CSc1nc2c(cnn2-c2ccccc2)c(=O)[nH]1)C1CCS(=O)(=O)C1 (stereo not drawn),3,7,-12,5,2,7,-4,8,-7,-2,10
CCCN1CCN(CCCNC(=O)c2ccc(NC(=O)C3=C(C)OCCS3)cc2)CC1,-25,10,-7,1,-3,-17,8,-3,-9,-3,-9
CN(C)C(=S)N=c1ssc(=S)n1Cc1ccco1,-11,12,20,1,16,-14,8,-4,15,31,13
CCOc1ccc(NC(=O)CSc2ccc(-c3ccccn3)nn2)cc1,-50,-3,-8,4,-11,32,4,-3,-5,-8,-9
Cc1ccc(S(=O)(=O)N2C[C@H]3C(=O)C[C@@H](c4ccccc4)N(S(=O)(=O)c4ccc(C)cc4)[C@H]3C[C@H]2c2ccc(Cl)cc2)cc1,21,-5,15,4,-2,12,-1,3,15,13,-2
O=C(NCC(c1ccccc1)N1CCCC1)C1CCN(C(=O)Nc2ccccc2)CC1 (stereo not drawn),-5,-40,-23,-10,8,-2,13,2,10,-24,-15
Cc1ccc(O)c(NC(=O)CCCC(=O)O)c1,-3,-6,7,4,27,-1,0,-4,-18,-8,0
CC1=CC(C)C2(CO)COC(c3ccc(O)cc3)C1C2C (stereo not drawn),-23,0,-9,3,18,8,2,2,13,17,-4
O=C(O)c1ccccc1CSc1ncn[nH]1,22,12,10,4,2,-14,-1,-9,-1,0,-15
Cc1ccc(Oc2nnc(-c3ccc(C)cc3)c3ccccc23)cc1,4,-29,-8,-8,-7,-5,-13,-6,19,-20,-11
O=C(Oc1ccc(/C=N/Nc2nc(N3CCCCC3)nc(N3CCCCC3)n2)cc1)c1ccco1,-1,9,-1,-1,12,7,0,-22,-26,7,-19
O=C(NCC1CCCO1)c1ccc(N2C(=O)C3CCCCC3C2=O)cc1 (stereo not drawn),0,12,12,5,20,-19,-6,-8,-7,9,11
CC(=O)c1c(C)[nH]c(C(=O)OCC(=O)c2c(N)n(CC(C)C)c(=O)n(C)c2=O)c1C,9,5,-14,-3,-12,4,6,-2,-22,-11,12
COC(=O)c1ccc2nc(-c3cccc(Br)c3)c(Cc3cccc(F)c3)n2c1,-8,-64,nt,nt,nt,-19,18,nt,nt,-7,-8
Cc1cccc(NC(=O)c2ccc(C(=O)Nc3cccc(C)c3)nc2)c1,5,-20,-1,-7,-8,-36,-3,6,7,20,-8
O=C1CC(N(CCc2ccccc2)C(=S)Nc2cc(Cl)ccc2Cl)C(=O)N1c1c(Cl)cccc1Cl (stereo not drawn),7,-14,-14,2,13,-2,9,15,15,9,4
COC(=O)c1ccc(C)c(NC(=O)C2COc3ccccc3O2)c1 (stereo not drawn),14,-4,4,2,21,5,-3,5,0,-1,9
COc1cc(NS(=O)(=O)c2ccc(NC(=S)NC(C)=O)cc2)nc(OC)n1,-9,7,12,1,-2,-15,2,nt,7,3,1
Cc1ccc(NC(=O)CN(C)c2ccc(S(=O)(=O)N3CCCC3)cn2)cc1,-18,-21,-7,0,18,18,-21,3,-7,10,10
CCCS(=O)(=O)NC(=O)C1(C)CCCN(C(=O)c2ccncc2)C1 (stereo not drawn),16,-1,-19,0,-7,1,-12,nt,3,-2,16
Cc1noc(C)c1-c1ccc2ncnc(NC(C)c3ccco3)c2c1 (stereo not drawn),-28,15,22,-9,28,34,-5,10,-2,-27,38
Cc1sc(NC(=O)/C=C/C(=O)O)c(C(N)=O)c1-c1ccc(C(C)(C)C)cc1,4,-46,-16,-4,-3,-50,14,4,14,-9,-17
Fc1ccc(CNc2nc(-c3ccccc3)nc3ccccc23)cc1,13,-1,-8,-12,-10,0,1,6,4,8,-7
O=C(O)C1OC1(c1ccccc1Cl)c1ccccc1Cl (stereo not drawn),-5,4,8,-7,-12,-17,-18,-6,2,0,11
CCN(CC)c1ccc(C(=O)NNC(=O)c2cccn2C)cc1,-31,-41,-62,9,-51,-52,5,-18,2,-37,4
COc1cccc(CNC(=O)COC(=O)c2nc(Cl)c(Cl)c(Cl)c2Cl)c1,-32,39,-7,-16,-15,10,16,-7,30,-5,94*
CC1(C)CC(NC(=O)c2coc(=O)c(Br)c2)CC(C)(C)N1,12,-3,-4,4,4,-8,-10,-15,3,6,-1
COc1ccc(C2CC(c3cccc(C(F)(F)F)c3)=NN2c2ccc(S(N)(=O)=O)cc2)cc1 (stereo not drawn),9,-3,10,5,0,0,7,-11,11,2,17
Cc1cc2c(cc1S(=O)(=O)CCC(=O)NCCc1ccccc1)OCC(=O)N2,9,-3,-3,4,-5,-23,-10,-3,11,10,-31
